High-throughput results deposited in PubChem by Broad Institute.
CFTR F508del cor: CFTR F508del correction in bronchial cells. AID 720511. CFBE cells, YFP halide quenching; stimulated with forskolin plus potentiator P3; % fluorescence drop versus neutral controls. activity (quench increase), % at 7.58 µM. 0.36% of 350,000 active;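 active = mean added fluorescence quench of at least 8% versus neutral control, with both replicates also reaching 8%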;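 note: cells transiently co-express mutant CFTR-F508del with the halide-sensitive YFP; corrector assay measuring rescue of mutant channel to the surface after 24 h compound exposure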
C2C12 statin: protects C2C12 myotubes from simvastatin toxicity. ATP luminescence, 48 h; scaled: DMSO 0, geranylgeraniol control 100. rescue of ATP level, % at 7.49 µM. 0.78% of 330,000 active. AID 602340;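 active = mean ATP rescue above about 67%, or every replicate alone reaching that limit, limit read from the data, passing the limit was not always enough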;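 note: myotubes were challenged with 10 µM simvastatin during compound exposure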
Cneo AK release: causes C. neoformans cell lysis; adenylate kinase release luminescence, 4 h; normalised: neutral wells 0, clomiphene wells 100; lysis activity, % at 15 µM; 0.2% of 360,000 active;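 active = mean lysis activity across replicates of at least 80%, whatever share of replicates individually reach that level; inactive = mean lysis activity below 80%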
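Material – Cryptococcus neoformans yeast cells · Quantity – 5 × 10^6 yeast cells/mL · Buffer or medium – YPD medium · Compound – single dose · Timing – 4 h static compound exposure, 37 °C, read 1 h post-reagent · Signal – adenylate kinase release luminescence · Read-out basis – lysis from increased AK signal · Benchmarks – Clomiphene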
FN deposit inh: fibronectin deposition inhibition; AH1F fibroblasts, Alexa488-fibronectin deposition fluorescence, overnight; inhibition, % at 12.6 µM; 0.086% of 350,000 active; AID 743247;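 active = mean inhibition across replicates of 30% or more, regardless of how many single replicates reach that level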;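 note: positive control wells lacked labelled fibronectin entirely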
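Assay system: AH1F fibroblasts assembling fluorescent fibronectin matrix; Amount: 10000 AH1F cells per well; Buffer or medium: DMEM, 2% serum; Probe or stimulus: Alexa488-fibronectin, 24 nM final in well; Doses: single compound dose, delivered by pin transfer; Incubation: 1 h adhesion, overnight exposure; Measured by: fluorescence 485/525 nm; Read-out: fibronectin deposition inhibition.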
GSIS activator: primary screen for activators of insulin secretion dependent on glucose, INS-1E cells, GLuc reporter luminescence. activation, % at 16.6 µM. INS-1E GLuc reporter insulin secretion, 2-3 h. 0.61% of 370,000 active;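 active = lowest replicate activation of at least 40%, so every replicate reaches that level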;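 note: 0% = median of neutral control wells and 100% = median of IBMX positive control wells; some compounds called inactive have numbers as strong as hits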
miR122 inh: miR-122 inhibition in Huh7 cells. Huh7 miR-122 Renilla luciferase sensor, 48 h; neutral wells = 0, positive control = 100. AID 602342. 0.3% of 340,000 active. activation (reporter increase), % at 12.5 µM;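 active = mean replicate activation score at least 90 and every replicate individually at or above 90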;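 note: higher luciferase means less miR-122 activity so hits act as miR-122 inhibitors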
PGC1a acetyl inh: PGC1a acetylation modulation, inhibitor mode | AID 651687 | 0.17% of 350,000 active | inhibition, % at 15.6 µM | U2OS PGC1a acetylation, AlphaScreen anti-acetyl-lysine; with virally co-expressed GCN5 acetyltransferase;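 active = every replicate shows inhibition of at least 40%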;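 note: 0% = neutral control wells and 100% = positive control wells; some results beyond the cut were filed as inactive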
PglD inh: inhibitors of Campylobacter jejuni PglD acetyltransferase; purified PglD enzyme, DTNB colorimetric CoA detection; inhibition, % at 12.5 µM; 0.098% of 360,000 active; in the data active = inhibition above about 16%, passing the limit was not always enough; note: strong numbers were not always called active
Numbers without * were called inactive; & = joins results of further samples; [ ] = remark or other dose.

Results for O=C(NCCCN1CCCC1)c1ccc(CSCc2cccc(Cl)c2)o1 ?
CFTR F508del cor: 2.2; C2C12 statin: 1.5; Cneo AK release: -1.2; miR122 inh: -35.4; PGC1a acetyl inh: -6.1; PglD inh: -1.7

How did O=C(COC(=O)/C=C/c1ccc(Cl)cc1)NC(=O)NCc1ccccc1 do in these assays?
CFTR F508del cor: 0.5; C2C12 statin: -1.4; Cneo AK release: 0.5; FN deposit inh: 2.4; GSIS activator: 3.1; PglD inh: -0.5

What do the screens show for `CC(=O)Cn1ncc(N2CCOCC2)c(Br)c1=O`?
CFTR F508del cor: -1.2; FN deposit inh: -7.2; GSIS activator: 13.2; PGC1a acetyl inh: -17.8

Results for CCCCOc1ccc(C(=O)NN2C(=O)NC3(CCCCC3)C2=O)cc1OC ?
CFTR F508del cor: -0.5; C2C12 statin: -9.4; Cneo AK release: 0.1; FN deposit inh: -1.4; GSIS activator: 1.7; PglD inh: -1.4

What do the screens show for `Cc1ccc(CN(c2ccc(C(=O)NCc3cccnc3)cc2)S(C)(=O)=O)cc1`?
C2C12 statin: -0.6; Cneo AK release: 0.3; FN deposit inh: -1.6; GSIS activator: 4.5; miR122 inh: 27.0; PGC1a acetyl inh: -1.2; PglD inh: -0.3

How did C[C@H](CO)N1C[C@H](C)[C@@H](CN(C)C(=O)Nc2ccc(C(F)(F)F)cc2)OCCCC[C@H](C)Oc2ccc(NC(=O)c3ccncc3)cc2C1=O do in these assays?
CFTR F508del cor: 0.3; Cneo AK release: -13.0; FN deposit inh: -11.9; GSIS activator: -10.6; miR122 inh: 9.6[16.7 µM]; PGC1a acetyl inh: 7.1; PglD inh: 0.2

Results for CO[C@H]1CN(C)C(=O)c2cc(NC(=O)C3CCCC3)ccc2OC[C@H](C)N(C(C)=O)C[C@H]1C ?
CFTR F508del cor: -4.3; C2C12 statin: -5.2; Cneo AK release: -2.1; FN deposit inh: 7.0; GSIS activator: 11.0; miR122 inh: -13.4[16.7 µM]; PglD inh: 4.3

What do the screens show for `COc1ccc([N+](=O)[O-])cc1NC(=O)C(C)OC(=O)CN1C(=O)C2CC=CCC2C1=O` (stereo unspecified)?
CFTR F508del cor: -2.4; C2C12 statin: -0.2; Cneo AK release: -2.0; FN deposit inh: -2.4; GSIS activator: -21.0; miR122 inh: -2.1; PglD inh: -3.9

How did Cc1ccccc1NC(=O)CSc1nc(N2CCCCC2)nc(N2CCCCC2)n1 do in these assays?
C2C12 statin: -6.5; Cneo AK release: 13.5; FN deposit inh: -6.8; miR122 inh: -0.5; PGC1a acetyl inh: 5.4; PglD inh: -4.5

How did Cc1cccc(C)c1NC(=O)c1csc(COCCO)n1 do in these assays?
CFTR F508del cor: 3.1; C2C12 statin: -5.8; Cneo AK release: 0.5; FN deposit inh: -5.8; GSIS activator: 2.0; miR122 inh: -0.5; PGC1a acetyl inh: -0.1; PglD inh: -10.4

Results for COc1cc(CC(=O)OCC(=O)Nc2ccc([N+](=O)[O-])cc2)cc(OC)c1OC ?
CFTR F508del cor: 0.7; C2C12 statin: 11.6; FN deposit inh: 4.2; miR122 inh: -0.8; PGC1a acetyl inh: 12.4

What do the screens show for `CC(=O)Nc1cc(NC(C)=O)cc(C(=O)NCC2(N3CCOCC3)CCCCC2)c1`?
CFTR F508del cor: 0.4; C2C12 statin: -8.8; Cneo AK release: -0.1; FN deposit inh: -4.7; GSIS activator: 13.2; miR122 inh: 0.3; PglD inh: -0.3

Results for C[C@@H]1CN([C@H](C)CO)C(=O)Cc2cc(NS(=O)(=O)c3cn(C)cn3)ccc2O[C@H]1CN(C)S(=O)(=O)c1ccc(F)cc1 ?
CFTR F508del cor: -0.8; C2C12 statin: 26.2; GSIS activator: 9.7; miR122 inh: -12.1[16.7 µM]; PGC1a acetyl inh: -8.3

Results for CCN(CC(=O)Nc1ccccc1OC)C(=O)C1CCC1 ?
CFTR F508del cor: 0.4; C2C12 statin: -12.5; Cneo AK release: -0.9; FN deposit inh: 1.8; GSIS activator: 13.7; PGC1a acetyl inh: -60.2; PglD inh: -1.7

Results for CCN(CC)S(=O)(=O)c1cccc(C(=O)Nc2cc(C)nn2-c2ccccc2)c1 ?
Cneo AK release: 2.0; FN deposit inh: -4.4; GSIS activator: 2.9; miR122 inh: 1.3; PGC1a acetyl inh: 7.1; PglD inh: -1.9

Results for c1ccc(CCN2CN=C(Nc3nc4ccccc4s3)NC2)cc1 ?
CFTR F508del cor: 0.6; C2C12 statin: 4.4; FN deposit inh: -31.5; GSIS activator: -2.8; miR122 inh: -0.3; PGC1a acetyl inh: 4.5

Results for COc1ccc(S(=O)(=O)N2CCCCCC2)cc1N(C)S(=O)(=O)c1ccc(C)cc1 ?
C2C12 statin: -7.2; Cneo AK release: 1.4; FN deposit inh: 2.3; GSIS activator: -22.9; miR122 inh: 71.0; PGC1a acetyl inh: -6.9; PglD inh: 1.4

What do the screens show for `CCn1c(SCc2cccc(F)c2)nnc1-c1ccncc1`?
CFTR F508del cor: -1.0; C2C12 statin: 3.5; Cneo AK release: 1.3; FN deposit inh: 0.5; GSIS activator: -1.7; PglD inh: -3.6

What do the screens show for `C[C@@H]1C[C@H](O)c2cc(Cl)ccc2N1`?
Cneo AK release: 1.7; miR122 inh: -2.2; PGC1a acetyl inh: 8.2; PglD inh: 7.1

What do the screens show for `Cc1ccc(C(=O)C[n+]2cc(-c3ccccc3)n3c2CCCCC3)cc1`?
CFTR F508del cor: 2.0; C2C12 statin: -46.8; FN deposit inh: -6.7&-11.5; GSIS activator: -23.3&-8.1; miR122 inh: 1.6; PGC1a acetyl inh: 20.9

How did CCOC(=O)c1cc2cc(OCc3ccccc3)ccc2nc1C do in these assays?
CFTR F508del cor: -1.4; C2C12 statin: -7.4; Cneo AK release: -1.6; FN deposit inh: -3.0; GSIS activator: -0.1; miR122 inh: -1.6; PGC1a acetyl inh: 7.7; PglD inh: -5.9

What do the screens show for `CCOc1ccc2nc(S(=O)(=O)NC(=O)C3(C)CCN3C(=O)c3cc(C)n(C)n3)sc2c1` (stereo unspecified)?
CFTR F508del cor: 0.5; C2C12 statin: 0.5; Cneo AK release: -0.5; FN deposit inh: 10.4; GSIS activator: -2.8; miR122 inh: -4.2; PGC1a acetyl inh: 15.5; PglD inh: 0.7

How did CNC(=O)NC(=O)CSc1nc(-c2cccs2)c(C#N)c(=O)[nH]1 do in these assays?
CFTR F508del cor: 1.8; FN deposit inh: -0.9; miR122 inh: -12.0; PGC1a acetyl inh: -0.3

Results for Cc1cc(C)cc(OCC(=O)Nc2cccc(C(=O)O)c2)c1 ?
C2C12 statin: -1.6; FN deposit inh: 4.3; GSIS activator: -4.7; miR122 inh: -0.1; PGC1a acetyl inh: -7.2

Results for CCOC(=O)c1c(NC(=O)c2cccs2)sc2c1CCCC2 ?
C2C12 statin: -23.4; Cneo AK release: 1.0; miR122 inh: 1.8; PGC1a acetyl inh: 8.1; PglD inh: 2.5

What do the screens show for `COc1ccc(N(CC(=O)NC2CCCC2)S(=O)(=O)c2ccc(NC(C)=O)cc2)cc1`?
CFTR F508del cor: 1.0; C2C12 statin: 16.6; Cneo AK release: -0.1; FN deposit inh: -5.9; GSIS activator: 3.8; PglD inh: -5.7

Results for C[C@@H]1CN([C@H](C)CO)C(=O)c2cc(-c3cccc(C#N)c3)cnc2O[C@H]1CN(C)C(=O)C1CC1 ?
CFTR F508del cor: -4.5; C2C12 statin: -13.8; Cneo AK release: -1.4; GSIS activator: 17.1; miR122 inh: 2.1[16.7 µM]; PGC1a acetyl inh: -1.7; PglD inh: -1.2

How did Oc1c(CN2CCCC(C(F)(F)F)C2)cc(Cl)c2ccccc12 (stereo unspecified) do in these assays?
CFTR F508del cor: 4.3; C2C12 statin: 19.7; Cneo AK release: -0.7; FN deposit inh: -12.1; GSIS activator: -0.5; miR122 inh: 8.0; PGC1a acetyl inh: 4.0; PglD inh: 4.1

How did Cc1nn(-c2ccccc2)c(Oc2ccc(F)cc2)c1/C=N/n1cnnc1 do in these assays?
C2C12 statin: 4.0; Cneo AK release: -0.8; miR122 inh: -6.5; PGC1a acetyl inh: -2.0; PglD inh: 6.3

Results for COc1cccc(-c2cn(CC[C@@H]3CC[C@H](NC(=O)CC4CC4)[C@H](CO)O3)nn2)c1 ?
CFTR F508del cor: 0.6; C2C12 statin: 10.7; Cneo AK release: -0.2; FN deposit inh: -1.9; GSIS activator: 11.6; PGC1a acetyl inh: -15.2; PglD inh: 0.8

Results for Cc1ccccc1OCC(=O)OCC(=O)Nc1ccc(Cl)cn1 ?
CFTR F508del cor: -0.4; C2C12 statin: 1.7; Cneo AK release: 2.9; FN deposit inh: -6.2; GSIS activator: 5.3; PglD inh: -5.6

Results for CCc1nc2ccc(C(=O)Nc3ccc4c(c3)OCO4)cc2nc1CC ?
CFTR F508del cor: -5.5; C2C12 statin: -17.6; Cneo AK release: -6.4; FN deposit inh: -6.8; GSIS activator: 6.3; miR122 inh: 3.3; PGC1a acetyl inh: -0.7; PglD inh: 8.9

Results for Cc1ccccc1NC(=O)COC(=O)c1cc[n+]([O-])cc1 ?
CFTR F508del cor: -0.6; C2C12 statin: 7.9; Cneo AK release: 1.3; FN deposit inh: 11.1; GSIS activator: -1.7; miR122 inh: -4.5; PGC1a acetyl inh: 0.5; PglD inh: -2.7

Results for CCc1nnc(SCC(=O)Nc2ccc(N3CCN(S(C)(=O)=O)CC3)cc2)o1 ?
CFTR F508del cor: 0.7; C2C12 statin: 3.3; Cneo AK release: 3.7; FN deposit inh: 1.0; GSIS activator: -0.4; miR122 inh: -1.6; PglD inh: 3.3

Results for COc1ccc(OC)c(NC(=O)CCN2CC(C)CC(C)C2)c1 (stereo unspecified) ?
C2C12 statin: 11.5; Cneo AK release: 1.0; miR122 inh: 2.2; PGC1a acetyl inh: 22.4; PglD inh: 18.7

How did C/C(CC(=O)Nc1cccc(Cl)c1Cl)=N\NC(=O)C(=O)N1CCCC1 do in these assays?
CFTR F508del cor: 0.3; C2C12 statin: 5.5; Cneo AK release: 3.7; FN deposit inh: 10.4; GSIS activator: -2.7; PglD inh: 5.4

Looked up by compound from the entries so far:
Results for C[C@@H]1CN([C@H](C)CO)C(=O)c2cc(-c3cccc(C#N)c3)cnc2O[C@H]1CN(C)C(=O)C1CC1 ?
CFTR F508del cor: -4.5; C2C12 statin: -13.8; Cneo AK release: -1.4; GSIS activator: 17.1; miR122 inh: 2.1[16.7 µM]; PGC1a acetyl inh: -1.7; PglD inh: -1.2

What do the screens show for `COc1ccc(N(CC(=O)NC2CCCC2)S(=O)(=O)c2ccc(NC(C)=O)cc2)cc1`?
CFTR F508del cor: 1.0; C2C12 statin: 16.6; Cneo AK release: -0.1; FN deposit inh: -5.9; GSIS activator: 3.8; PglD inh: -5.7

How did Oc1c(CN2CCCC(C(F)(F)F)C2)cc(Cl)c2ccccc12 (stereo unspecified) do in these assays?
CFTR F508del cor: 4.3; C2C12 statin: 19.7; Cneo AK release: -0.7; FN deposit inh: -12.1; GSIS activator: -0.5; miR122 inh: 8.0; PGC1a acetyl inh: 4.0; PglD inh: 4.1

Results for COc1ccc(OC)c(NC(=O)CCN2CC(C)CC(C)C2)c1 (stereo unspecified) ?
C2C12 statin: 11.5; Cneo AK release: 1.0; miR122 inh: 2.2; PGC1a acetyl inh: 22.4; PglD inh: 18.7

Results for COc1cccc(-c2cn(CC[C@@H]3CC[C@H](NC(=O)CC4CC4)[C@H](CO)O3)nn2)c1 ?
CFTR F508del cor: 0.6; C2C12 statin: 10.7; Cneo AK release: -0.2; FN deposit inh: -1.9; GSIS activator: 11.6; PGC1a acetyl inh: -15.2; PglD inh: 0.8
